# Assay outcomes deposited in PubChem BioAssay by National Center for Advancing Translational Sciences (NCATS).
# RXFP1 antag: blocks the human relaxin receptor RXFP1; Q9HBX9; HEK293-RXFP1, relaxin-stimulated cAMP HTRF, 30 min; hits give low values; 0.59% of 350,000 active; activity change, negative = inhibition, % at 57.5 µM; AID 1259400;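 active = activity change of -60% or lower, but not beyond a set lower limit; inconclusive = change between -60% and -40%, or beyond the set limit; inactive = change above -40%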; also: % is scaled to controls: 0 for no effect and ±100 for the full control effect
# RXFP1 ag: RXFP1 (human) receptor agonism. Q9HBX9. Potency, µM (highest dose often 57.5 µM), for the others: at the top dose activation, most hits filed as activators. 0.3% of 370,000 active. HEK293T-RXFP1 cAMP TR-FRET, 30 min; response scale: percent of porcine relaxin response, buffer zero. AID 2676; active = well fitted activation curve with a large enough effect; inconclusive = small, poorly fitted or top-dose-only effect; also: potency is read from the fitted curve at half-maximal effect; % is scaled to controls: 0 for no effect and ±100 for the full control effect; nearly all actives have a fitted effect of over 60% in size; many of its hits are not listed in these tables
#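 HEK293 cells stably expressing RXFP1, treated 30 min at 37C with compounds plus PDE4 inhibitor Ro 20174; cAMP measured by HTRF TR-FRET. Normalized to buffer and 29 nM porcine relaxin; EC50 by Hill fit.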
# TRHR PAM: allosterically enhances the human TRH receptor | P34981 | TRHR cells, fluo-8 calcium fluorescence, EC20 TRH enhancement | enhancement, % at 2 µM | 0.66% of 360,000 active | AID 493056; in the data active = enhancement above about 30%; also: 0% is about no effect
# Target sequence (P34981 whole entry, looked up): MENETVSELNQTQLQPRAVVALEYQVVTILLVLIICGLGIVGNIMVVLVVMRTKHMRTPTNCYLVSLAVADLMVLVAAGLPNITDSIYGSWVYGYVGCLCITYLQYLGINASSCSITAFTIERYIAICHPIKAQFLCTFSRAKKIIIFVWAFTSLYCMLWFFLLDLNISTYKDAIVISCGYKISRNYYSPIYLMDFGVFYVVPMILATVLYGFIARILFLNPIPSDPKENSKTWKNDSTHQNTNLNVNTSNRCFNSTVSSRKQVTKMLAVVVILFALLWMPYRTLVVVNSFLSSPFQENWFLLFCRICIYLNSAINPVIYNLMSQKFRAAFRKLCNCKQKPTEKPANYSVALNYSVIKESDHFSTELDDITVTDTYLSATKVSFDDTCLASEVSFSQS
#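 Enhancer read-out: after compound pinning and an initial kinetic agonist-mode read, an EC20 of TRH (10 nM final) was injected and fluo-8 calcium signal (Ex 480/Em 530) followed at 1 s/cycle for 100 cycles in TRHR-expressing cells.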
# D1 agonist: human D1 receptor agonism; P21728; HEK293 T-REx D1 cells, calcium flux, agonist mode; activation, % at 2 µM; 1% of 360,000 active; AID 504660; in the data active = activation above about 30%; also: 0% is about no effect
#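 Inducible HEK293 T-REx D1 cells, force-coupled to calcium signalling, were plated at 4000 cells/well with tetracycline and held overnight at 30 C. After no-wash calcium dye loading, compound-evoked calcium rise over 180 s flagged agonists.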
# D1 antag: human D1 dopamine receptor antagonism. HEK293 TREx D1 cells, calcium flux, dopamine EC80; hits give low values. activity change, negative = inhibition, % at 10 µM. 3.2% of 360,000 active. P21728; in the data active = activity change below about -30%; also: % is scaled to controls: 0 for no effect and ±100 for the full control effect
#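 Compound effects on dopamine-evoked calcium signalling were measured in tetracycline-induced HEK293 Trex D1 cells. Dopamine at EC80 followed a 180 s compound pre-read, and fluorescence was tracked kinetically for 180 s more.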
# D2 antag: D2 dopamine receptor (human) antagonism; inhibition, % at 10 µM; 2% of 340,000 active; P14416; HEK293 TREx D2 cells, calcium flux, dopamine EC80; in the data active = inhibition above about 30%; also: 0% is about no effect
# Target sequence (P14416 whole entry, looked up): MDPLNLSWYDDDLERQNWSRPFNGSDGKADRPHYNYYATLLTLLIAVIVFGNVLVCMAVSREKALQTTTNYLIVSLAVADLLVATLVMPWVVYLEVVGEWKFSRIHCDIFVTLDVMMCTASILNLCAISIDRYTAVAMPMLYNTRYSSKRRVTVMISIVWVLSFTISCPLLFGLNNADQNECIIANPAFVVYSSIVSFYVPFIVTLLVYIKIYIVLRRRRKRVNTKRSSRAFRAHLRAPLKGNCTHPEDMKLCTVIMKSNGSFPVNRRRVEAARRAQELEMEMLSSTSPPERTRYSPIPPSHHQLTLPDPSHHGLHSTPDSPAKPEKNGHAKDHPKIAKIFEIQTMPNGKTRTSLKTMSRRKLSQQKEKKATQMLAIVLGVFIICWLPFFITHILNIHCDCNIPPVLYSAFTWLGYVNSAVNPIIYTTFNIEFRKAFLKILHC
#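 Cells plated overnight at 30 C with tetracycline; no-wash calcium dye, 30–90 min RT; 10 s baseline; compound pinned; 180 s read; EC80 dopamine added; another 180 s read.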
# D1 PAM: potentiators of human D1 dopamine receptor; HEK293 TREx D1 cells, calcium flux, dopamine EC20 potentiation; AID 504651; P21728; potentiation, % at 10 µM; 0.036% of 360,000 active; in the data active = potentiation above about 30%; also: 0% is about no effect
# D2 potentiator: positively modulates the human D2 dopamine receptor allosterically. P14416. HEK293 T-REx D2, calcium flux, EC20 dopamine potentiation. potentiation, % at 10 µM. 0.34% of 340,000 active. AID 485347;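 active = potentiation over 3 SD above the plate norm, cut at about 30% in these data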; also: 0% is about no effect
#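 Potentiation of an EC20 dopamine calcium response measured kinetically over 180 s, after a preceding 180 s compound-only read flagging agonists. Cells: inducible Hek293 Trex D2 line, 4000/well, cultured overnight at 30 C before dye loading.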
# D2 agonist: activates the human D2 dopamine receptor; AID 485358; activation, % at 2 µM; 0.53% of 340,000 active; P14416; HEK293 T-REx D2 cells, calcium flux agonist mode;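 active = activation over 3 SD above normal in the single-dose calcium agonist read, cut at about 30% in these data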; also: 0% is about no effect
#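 Tetracycline-induced HEK293 Trex cells with D2 receptor force-coupled to calcium signaling, plated overnight at 30 C and loaded with no-wash calcium dye. Calcium flux read kinetically for 180 s after compound addition; responses flag agonists.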
# * = called active by the depositor; ? = inconclusive; . = no result given.
SMILES,RXFP1 antag,RXFP1 ag,TRHR PAM,D1 agonist,D1 antag,D2 antag,D1 PAM,D2 potentiator,D2 agonist
CCCCn1c(N)c(N(CCOC)C(=O)c2cc(-c3ccccc3)nc3ccccc23)c(=O)[nH]c1=O,-1,-0.8%,1,-1,0,.,-1,-5,.
C/C(=N\O)C1(C)N(O)C(C)(C)C(c2ccco2)=[N+]1[O-] (configuration not stated),-12,-0.8%,3,0,5,-9,-8,20,0.4
CCC(C)[C@H](N)c1cn([C@@H](CCCCN)C(=O)N2CCNCC2)nn1 (some centres not stated),.,-1.5%,4,-6,-1,-9,0,0,0.4
CSc1nc2c(cnn2-c2ccc(C)c(C)c2)c(=O)[nH]1,.,1.6%,-3,4,4,-7,.,-6,-1.7
CC(=O)Nc1ccc(S(=O)(=O)Nc2nc3ccccc3nc2N2CCc3ccccc3C2)cc1,.,-0.8%,11,7,5,-8,0,0,2.6
COc1ccc(CCN2CC(C(=O)N3CCN(C(C)=O)CC3)CCC2=O)cc1 (configuration not stated),-10,-1.6%,3,3,4,-3,1,1,1.0
Cc1cccc(N2N=C(C(=O)Nc3nc(C)cs3)CCC2=O)c1,3,2.8%,-4,0,-7,-14,2,2,0.2
COc1ccc(/C=C2\SC(=S)N(CCC(=O)N(CCO)Cc3ccccc3)C2=O)cc1OC,3,1.3%,3,9,16,-1,-4,3,1.9
Cn1c(-c2c(N)n(CCc3ccccc3)c3nc4ccccc4nc23)nc2ccccc21,22,9.3%,2,77*,11,17,-5,-4,11
S=C(NCc1ccccc1)Nc1ccc(Cl)cc1,-3,-2.1%,-4,18,-22,14,-4,-1,0.7
COc1ccccc1NC(=O)c1ccc2nc(C)sc2c1,9,2.3%,2,3,1,-14,-1,-2,-0.2
COc1ccc(C(C)=O)cc1COc1ccc(Cl)c(C)c1,-19,2.9%,0,8,0,-12,-1,3,-0.8
O=C(O)c1cc(-c2ccc(Cl)c(Cl)c2)n(-c2ccccc2)n1,-10,-0.1%,-6,3,-3,-10,-2,16,-3.8
CC(=O)N1CCC[C@H]1C(=O)O,5,2.7%,16,2,5,10,3,2,3.4
CCOC(=O)Cn1nc(C)c([N+](=O)[O-])c1C,3,-2.6%,-2,1,-5,7,-3,-4,0.3

# Filtered by structure: the compounds so far with an aryl methoxy group (four)
SMILES,RXFP1 antag,RXFP1 ag,TRHR PAM,D1 agonist,D1 antag,D2 antag,D1 PAM,D2 potentiator,D2 agonist
COc1ccc(CCN2CC(C(=O)N3CCN(C(C)=O)CC3)CCC2=O)cc1 (configuration not stated),-10,-1.6%,3,3,4,-3,1,1,1.0
COc1ccc(/C=C2\SC(=S)N(CCC(=O)N(CCO)Cc3ccccc3)C2=O)cc1OC,3,1.3%,3,9,16,-1,-4,3,1.9
COc1ccccc1NC(=O)c1ccc2nc(C)sc2c1,9,2.3%,2,3,1,-14,-1,-2,-0.2
COc1ccc(C(C)=O)cc1COc1ccc(Cl)c(C)c1,-19,2.9%,0,8,0,-12,-1,3,-0.8

# New compounds follow
SMILES,RXFP1 antag,RXFP1 ag,TRHR PAM,D1 agonist,D1 antag,D2 antag,D1 PAM,D2 potentiator,D2 agonist
Cc1ccc2c(c1)c(-c1csc(N)n1)c(C)n2C,-15,1.7%,-1,1,4,-12,2,-11,-1.6
CCn1c(/C=C/c2ccccc2F)nc2ccccc2c1=O,-4,1.7%,-1,2,3,.,-2,.,.
COCCC(=O)N1CCC(Oc2ccc(C(=O)N3C[C@H]4CC[C@H]3C4)cc2)CC1,-7,0.0%,5,3,6,0,-17,13,-0.1
CCC(=O)N1CCc2cc(S(=O)(=O)CCC(=O)NCc3ccc4c(c3)OCO4)ccc21,11,3.7%,-7,0,-10,-1,-1,3,2.1
Cc1nc2c(C)cccc2c(SC(=N)N)c1CC=C(Cl)Cl,-5,7.8%,1,3,5,1,0,-12,-0.2
COC(=O)[C@]1(C)CCC[C@@]2(C)C3CC[C@@]4(C)C[C@]3(CCC21)CC(=O)N4C (some centres not stated),.,-0.9%,4,-4,.,5,0,2,0.0
NCC12CC3CC(C1)CC(CN)(C3)C2,-13,0.9%,4,-1,-4,-9,4,-20,-1.8
CCOc1cccc(C(=O)Nc2cc(C)c(O)c(-c3nc4ncccc4o3)c2)c1,-4,-0.5%,5,0,-4,.,-1,-10,0.4
Cc1ccc2nc(-c3ccccc3)c(CC(=O)O)c(C(=O)O)c2c1,-2,0.8%,-5,6,2,4,-2,-5,2.2
CN(C)/C=C(/C(=O)c1ccc(Cl)c(Cl)c1)S(C)(=O)=O,10,-0.2%,-2,4,-17,-3,-5,6,0.0
COc1ccc(CCNC(=O)CN(c2cc([N+](=O)[O-])ccc2OC)S(C)(=O)=O)cc1,-21,0.2%,1,1,-2,-9,-9,-2,1.4
CC(=O)Nc1c(NC(C)C)c2ccccc2oc1=O,9,3.8%,13,0,-5,-3,-5,1,-0.1
COc1cccc2sc(Nc3nc(-c4cc5ccccc5oc4=O)cs3)nc12,-11,-3.6%,-7,3,-2,10,-2,-3,0.5
CCCCNC(=O)c1cnc2sc(N3CCCCC3)nn2c1=O,-9,0.8%,-3,1,1,.,-2,1,-0.1
CSc1nc(C)c(Cc2c(F)cccc2Cl)c(=O)[nH]1,-2,-0.6%,-5,1,-2,.,-2,.,.
O=C(Nc1ccc(C(=O)NN2C(=O)c3ccccc3C2=O)cc1)c1ccccc1,-11,2.2%,3,3,6,-23,-3,1,-1.3
O=C(OCC(=O)N(C1CCCCC1)C1CCCCC1)c1ccccc1O,?,-2.1%,-3,1,21,-3,2,-14,-1.3
CCCn1c(SCC(=O)N2CCN(CC)CC2)nc2c1c(=O)n(C)c(=O)n2C,0,?,1,3,-2,10,-6,-3,-0.2
C/C(N)=C(/C#N)C(=O)COc1ncnc2ccc(Br)cc12,-5,2.7%,-5,6,16,18,-6,8,-0.6
O=C(COc1ccc(Br)cc1CO)N1CCCc2ccccc21,-16,0.1%,-1,1,1,12,-3,1,-2.0
O=C(Nc1ccccc1C(F)(F)F)c1cc(-c2ccc(O)cc2)on1,-1,-1.4%,-9,77*,-20,-5,29,9,-0.6
CC(NC(=O)C(NC(=O)C1CCCN1C(=O)OC(C)(C)C)C(C)C)C(N)=O (configuration not stated),10,-0.1%,-1,1,-30,-4,-4,13,0.3
COc1ccccc1CNC(=O)C1CCCN(S(=O)(=O)c2c(C)[nH]c(=O)[nH]c2=O)C1 (configuration not stated),-7,0.1%,-4,1,-3,-19,-1,-5,0.7
CCOc1ccc(NC(=O)CSc2nnc(C3CC3)n2N)cc1,-3,-1.1%,-7,0,-9,8,6,-5,1.2
CC1CCN(c2ccccc2NC(=S)NC(=O)C(C)(C)C)CC1,?,-1.4%,1,3,23,-27,0,2,0.2
c1ccc(-c2ncc(CSc3nncn3-c3ccccc3)s2)cc1,-11,0.9%,-9,4,-15,.,-2,.,.
O=C(Oc1ccccc1Cl)C1CCN(C(=O)c2ccc(F)cc2)CC1,-9,-0.3%,4,4,-2,-7,-4,0,-0.6
Cc1cc(C(=O)NNC(=O)Cc2ccc(Cl)cc2)c(C)o1,5,1.4%,-3,2,-5,9,-2,0,0.0
CC(=O)c1cc(NC(=O)c2ccc(Cl)cc2)c(=O)oc1/C=C/N(C)C,-5,-1.5%,-3,108*,-18,22,2,-4,21
Cc1[nH]c2ccc(C(=O)OCC(=O)Nc3cccc(S(N)(=O)=O)c3)cc2c1C,-1,-0.1%,-2,0,-6,-16,5,7,0.0
CCOc1ccccc1C1CC(=O)Nc2c1c(=O)n(C)c1ncnn21 (configuration not stated),.,-0.7%,1,-1,-14,.,-4,14,-0.1
Cc1ccc(S(=O)(=O)NCC(=O)NCC(=O)NCCc2ccccc2F)cc1C,1,-0.6%,3,0,12,-13,4,2,0.1
O=C(c1ccccc1)N1N=C(c2ccccc2O)CC1c1ccccc1 (configuration not stated),7,10%,3,4,3,6,-7,5,0.9
COc1ccccc1NC(=O)CSC1=Nc2ccccc2C2=NC(CC(=O)NCc3cccs3)C(=O)N12 (configuration not stated),-19,3.6%,16,1,5,.,3,-8,0.5
Cn1c(=O)[nH]c(=O)c2c1nc(N1CCCCC1)n2CCSc1nc2ccccc2o1,7,2.3%,1,1,0,-5,-2,-11,0.2
O=C1c2ccccc2C(=O)N1Cc1nc2ccccc2c(=O)n1CCCn1ccnc1,.,2.0%,3,0,-19,1,-7,12,-0.8
CCCSc1cc(N2CCN(C)CC2)nc(-c2ccc(OC)cc2)n1,-34,-0.7%,1,12,23,20,5,3,0.2
CSc1nc(N2CCN(Cc3ccc4c(c3)OCO4)CC2)c2ccccc2n1,4,-0.8%,-8,3,5,38*,1,-21,-0.2
CCOc1ccc(NC(=O)COC(=O)c2ccc3c(c2)OCO3)cc1,5,0.0%,-13,0,-11,3,-2,-11,0.2
COc1ccc(NC(=O)CCNS(=O)(=O)c2ccc3c(c2)CCC(=O)N3)cc1,10,1.4%,-2,3,-19,2,-6,11,-0.1
COc1ccc(OC)c(NC(=O)c2noc3c2CCCC3)c1,9,0.2%,8,2,-1,.,7,-4,.
O=C(COc1ccc([N+](=O)[O-])cc1)Nc1nnc(-c2cccnc2)s1,-6,1.0%,0,6,-13,-1,-3,-2,0.7
Cc1cc(N)ccc1-n1c(C)ccc1C,-6,0.1%,-1,0,-3,-11,4,0,0.2
CCOc1ccc(OCCCC(=O)NC2=NCCS2)cc1,4,-2.7%,1,-2,6,.,-1,-9,.
O=C(COC(=O)c1cccc(S(=O)(=O)N2CCc3ccccc32)c1)NCc1ccco1,-5,-0.8%,-6,5,-10,1,-9,18,2.2
CC(C)(C)c1ccc(C(CC(=O)O)NC(=O)Cc2ccc(F)cc2)cc1 (configuration not stated),.,-0.4%,-6,1,1,-2,4,-2,-0.7
O=C(CCNS(=O)(=O)c1ccccc1C(F)(F)F)NCC(c1ccco1)N1CCCCC1 (configuration not stated),8,-0.8%,-7,3,9,5,-8,0,0.1
COc1ccc(CNC(=O)c2ccc(S(=O)(=O)N3CCOCC3)cc2)cc1,4,-0.6%,10,3,-18,15,4,8,0.0
N#Cc1ccc(-c2csc(NNC(=O)c3ccccc3)n2)cc1,-2,2.3%,-4,4,-11,0,-2,-5,-0.6
Cn1c(=O)c(=O)n(C)c2cc(S(=O)(=O)N3CCCCC3)ccc21,6,4.2%,-8,2,-2,10,3,-5,0.4
Cc1ccc(OCC(=O)Nc2ccc(S(=O)(=O)Nc3cc(C)on3)cc2)c(Br)c1,-13,1.3%,-2,-2,1,.,-2,6,.
COc1ccccc1-c1c(C)nn2c(N)c(-c3ccccc3)cnc12,6,3.2%,-8,1,-3,6,-5,-7,0.1

# Some values from the results shown:
# O=C(CCNS(=O)(=O)c1ccccc1C(F)(F)F)NCC(c1ccco1)N1CCCCC1 (configuration not stated) in D2 antag shows 5
# Cc1ccc(OCC(=O)Nc2ccc(S(=O)(=O)Nc3cc(C)on3)cc2)c(Br)c1 in RXFP1 antag shows -13

# A portion of the library (hit frequency here may not be typical).
